Screens as filed in PubChem.
GAA inh = inhibitors of human lysosomal alpha-glucosidase | Potency, µM (doses to about 76.9 µM), without a hit: top-dose activity change, negative = inhibition, actives largely listed as inhibitors | AID 1466 | hit rate 0.005% among 200,000 | purified human GAA, 4-MU-alpha-glucoside fluorescence;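 also: plate controls were uninhibited enzyme wells for no effect and no-enzyme background for full effect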
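Fluorogenic assay: 4 nM human alpha-glucosidase with 400 uM 4-methylumbelliferyl-alpha-D-pyranoside in 50 mM citrate/phosphate, 0.005% Tween-20, pH 5.0, 20 min at room temperature. Compounds tested up to 77 uM; AC50 from Hill fits.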
aGlu spleen mod = inhibits or activates alpha-glucosidase in human spleen homogenate. AID 2112. human spleen homogenate, 4-MU-alpha-glucoside fluorescence. Potency, µM (highest dose often 79.9 µM), inactives show top-dose activity change, negative = inhibition, hits mostly inhibitors. hit rate 0.006% among 240,000. P10253;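 also: 0% = enzyme with vehicle and -100% = no enzyme basal signal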
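Enzyme source: human spleen homogenate, 1 ug/well. Buffer 50 mM citric acid/K phosphate pH 5.0, 0.01% Tween-20. 4-MU-alpha-glucoside 1 mM; 37 C x 40 min; NaOH/glycine stop; fluorescence.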
Epigenetic reg = epigenetic control regulation, reporter derepression; murine LDR cells, GFP reporter derepression, 30 h; Potency, µM (top dose mostly 53.9 µM), without a hit: top-dose GFP activation, usual class: activators; hit rate 0.2% among 280,000; also: % of control where 0% means no effect; nearly all actives have a fitted effect of over 60% in size
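Murine LDR cells carrying a silenced, genomically integrated CMV-driven GFP reporter were exposed to compound for 30 hours at 37 C. After PBS washes, GFP-positive cells (20–120 um objects) were counted by laser-scanning microplate cytometry.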
GAA glycogen mod = alters human alpha-glucosidase cleavage of glycogen; P10253; recombinant GAA, glycogen substrate, Amplex Red glucose oxidase fluorescence; Potency, µM (doses to about 76.4 µM), without a hit: at the top dose activity change, negative = inhibition, hits mostly inhibitors; hit rate 0.38% among 300,000; AID 2100;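 also: 0% = full enzyme reaction and -100% = no-enzyme basal signal; the screen sought inhibitors and activators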
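qHTS, 1536-well; enzyme 4 nM final; cpd up to 77 uM; substrate bovine liver glycogen 30 ug; 50 mM citrate/phosphate pH 5.0, 0.01% Tween-20; 37 C, 40 min; Amplex Red detection 45 min RT; Hill fit → AC50.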
NPSR antag = blocks cAMP signaling of the human neuropeptide S receptor; CHO-NPSR cells, cAMP TR-FRET, antagonist mode; Potency, µM (highest dose often 38.3 µM), inactives show top-dose activity change, negative = inhibition, hits mostly inhibitors; hit rate 1% among 220,000; also: % is scaled to controls: 0 for no effect and ±100 for the full control effect; nearly all actives have a fitted effect of over 50% in size; many of its hits are not listed in these tables
Target sequence (Q6W5P4 whole entry, looked up): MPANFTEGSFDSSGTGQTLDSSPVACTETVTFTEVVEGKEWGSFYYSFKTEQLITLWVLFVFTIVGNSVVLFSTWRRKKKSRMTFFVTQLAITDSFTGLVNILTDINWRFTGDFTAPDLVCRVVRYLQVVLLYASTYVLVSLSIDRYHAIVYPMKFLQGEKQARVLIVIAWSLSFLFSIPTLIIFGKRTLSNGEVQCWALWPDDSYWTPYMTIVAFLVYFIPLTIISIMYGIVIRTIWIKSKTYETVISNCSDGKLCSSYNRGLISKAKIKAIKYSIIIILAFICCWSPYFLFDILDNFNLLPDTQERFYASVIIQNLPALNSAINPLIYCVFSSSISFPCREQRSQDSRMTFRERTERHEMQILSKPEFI
ALDH1A1 block = inhibitors of human aldehyde dehydrogenase 1A1; Purified ALDH1A1, NADH fluorescence, propionaldehyde substrate; AID 1030; P00352; hit rate 7.3% among 220,000; Potency, µM (top dose mostly 75.3 µM), without a hit: at the top dose activity, negative = inhibition, actives largely listed as inhibitors; active = well fitted inhibition curve with a large enough effect, not every such curve was filed as active; inconclusive = small, poorly fitted or top-dose-only effect, or another doubt; inactive = no such curve, though single readings can be large or run the other way;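 also: plate controls were no enzyme wells and a reference inhibitor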
Target sequence (P00352 whole entry, looked up): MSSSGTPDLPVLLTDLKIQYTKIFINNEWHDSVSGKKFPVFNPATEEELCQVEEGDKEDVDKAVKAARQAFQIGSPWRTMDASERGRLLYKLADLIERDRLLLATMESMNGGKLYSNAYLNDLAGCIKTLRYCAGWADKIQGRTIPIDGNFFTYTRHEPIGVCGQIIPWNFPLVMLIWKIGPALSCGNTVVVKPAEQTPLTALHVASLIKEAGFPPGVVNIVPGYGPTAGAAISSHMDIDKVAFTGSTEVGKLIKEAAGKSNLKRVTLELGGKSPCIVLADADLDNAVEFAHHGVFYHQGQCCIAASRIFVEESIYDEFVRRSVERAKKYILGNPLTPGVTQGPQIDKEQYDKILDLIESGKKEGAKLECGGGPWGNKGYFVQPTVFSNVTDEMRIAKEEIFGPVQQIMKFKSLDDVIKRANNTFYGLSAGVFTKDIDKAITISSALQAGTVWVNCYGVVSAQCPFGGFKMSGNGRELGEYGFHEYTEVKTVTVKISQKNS
Tau fluor counter = counter-screen for tau fibril formation inhibitors; tau K18 P301L Alexa594 fluorescence, heparin fibrillization; Potency, µM (top dose mostly 57.7 µM), without a hit: top-dose activity change, negative = decrease; hit rate 0.93% among 280,000; also: % is scaled to controls: 0 for no effect and ±100 for the full control effect; nearly all actives have a fitted effect of over 55% in size
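Human tau K18 P301L (15 uM unlabeled, 0.24 uM Alexa 594-labeled) in 100 mM sodium acetate pH 7 with 20 uM heparin, 6 hr at 37 C. ThT 30 uM added, 1 hr ambient; Alexa 594 FP and total fluorescence read at 555/632 nm.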
aGal spleen mod = inhibitors or activators of human alpha-galactosidase in spleen homogenate | P06280 | Potency, µM (highest dose often 80 µM), for inactives: at the highest dose activity change, negative = inhibition, most hits filed as inhibitors | human spleen homogenate, 4MU-alpha-Gal fluorescence, 40 min | hit rate 0.008% among 240,000;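 also: 0% = enzyme with vehicle and -100% = no enzyme basal signal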
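Human spleen homogenate (1 ug) as enzyme source, 4-methylumbelliferyl-alpha-D-galactopyranoside 1 mM final, citrate/phosphate pH 5.0 with 0.01% Tween-20. Compounds 40 min at 37C, NaOH/glycine stop; fluorescence Ex 365/Em 440, Hill-fit AC50.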
Starred values were filed as active, the others as inactive; ? = inconclusive; nt = not tested or not shown; & = joins results of further samples; [ ] = another dose, or the depositor's remark. Unless noted, calls follow the shape of the dose curve; as a rule, active = well fitted curve in the direction sought with a large enough effect; inconclusive = small, poorly fitted or top-dose-only effect, or another doubt; inactive = no such curve, though single readings can be large; an effect the other way counts as inactive or inconclusive. Potency is read from the fitted curve at half-maximal effect. Some of the compounds tested. The share of hits here may be higher or lower than overall.

SMILES	GAA inh	aGlu spleen mod	Epigenetic reg	GAA glycogen mod	NPSR antag	ALDH1A1 block	Tau fluor counter	aGal spleen mod
COc1cc(Cl)c(C)cc1NC(=O)CSc1nnc(-c2cccnc2)n1Cc1ccco1	-11%	5%	-0.7%	-2%	-12%[46.1 µM]	11%	-6%	4%
O=C(O)CSc1nnc(-c2cccc(S(=O)(=O)N3CCOCC3)c2)n1-c1cccc(Cl)c1	nt	-7%	12%	-2%	10%	nt	1%	5%
Cc1ccccc1OCCOC(=O)c1nc2nccc(C)n2n1	-1%	3%	4.7%	-1%	4%	9%	-16%	3%
NC(=O)C1CCN(C(=O)CCC(=O)c2ccc(Br)cc2)CC1	-3%	-4%	-4.4%	3%	-4%	-4%	-2%	-26%
CC(=O)N(Cc1cccs1)C1CCOC(C)(C)C1 (stereo unspecified)	-2%	0%	-3.7%	5%	1%[46.1 µM]	-6%	2%	1%
Cn1c(Cl)cnc1C(O)(c1ccccc1)c1ccccc1	nt	6%	1.2%	5%	-40%	nt	-2%	-7%
Cc1ccc2nc(-c3ccccn3)cc(C(=O)NC(C)C(C)(C)C)c2c1 (stereo unspecified)	9%	-1%	2.1%	7%	-37%	?	-8%	4%
CCOC(=O)Cc1nnc(NC(=O)C(CC)Sc2nc(C)cc(=O)[nH]2)s1 (stereo unspecified)	-1%	-11%	2.0%	-3%	-2%	0%	-5%	-9%
O=C(Nc1ccc2c(c1)OCCO2)C1CCN(S(=O)(=O)c2ccccc2)CC1	?	4%	-2.4%	-10%	4%	-5%	-8%	6%
Nc1nnc(CSc2ccc(Cl)cc2)s1	0%	0%	-1.9%	1%	?	-21%	10%	4%
Cc1cccc(N2CCN(C(=O)c3ccncc3)CC2)c1C	-5%	-4%	-2.1%	3%	-4%[46.1 µM]	-6%	4%	3%
O=C(N/N=C/c1ccccc1C(F)(F)F)c1ccc(O)cc1	-2%	4%	-0.4%	12%	-14%	3%	-12%	-1%
CCN(CC)S(=O)(=O)c1cccc(-c2nnc(SC(C)C(=O)NCCC3=CCCCC3)o2)c1 (stereo unspecified)	-1%	-11%	-1.9%	-4%	-29%[46.1 µM]	?	-18%	-6%
Cc1ccc(C(=O)COC(=O)c2cccc(N3C(=O)c4c(C)nc5ccccc5c4C3=O)c2)cc1C	-19%[15.4 µM]	-32%	0.0%	-4%	17%	4%	-16%	10%
COc1cccc(/C=N/NC(=O)c2ccc([N+](=O)[O-])cc2Cl)c1O	6%	-2%	-3.2%	16%	-12%	2%	-23%	-20%
Cc1ccc(O)c(C(CC(=O)NC2CCCCC2)c2ccccc2)c1 (stereo unspecified)	-4%	-3%	-3.5%	-2%	-30%	5%	-11%	2%
COc1ccccc1N(CN1CCCC1=O)C(=O)c1c(F)cccc1Cl	-2%	6%	0.0%	-1%	3%[46.1 µM]	-12%	-1%	4%
Nc1nnc(SCc2ccc3c(c2)OCO3)s1	2%	7%	-0.7%	4%	0%[46.1 µM]	13%	1%	12%
Cc1cc(C)n(-c2ccc(C(=O)C(C#N)c3nc4ccccc4n3C)cc2)n1 (stereo unspecified)	3%	-3%	2.7%	1%	2%[46.1 µM]	?	2%	8%
CCOc1ccc(NC2=NCC(=O)N2CCc2ccccc2)cc1	-5%	2%	-4.9%	-5%	?	25µM*	-6%	2%
N#CC1=C(N)C(C#N)(C#N)C(c2ccncc2)C2CN(C(=O)OCc3ccccc3)CC=C12 (stereo unspecified)	3%	-3%	0.0%	4%	4µM*	?	-15%	5%
Cc1cc(C(=O)COC(=O)c2ccncc2)c(C)n1CCc1ccc(F)cc1	-4%	-1%	2.8%	1%	-15%	2%	-5%	6%
COc1ccc(Nc2nc(=O)c3cc([N+](=O)[O-])ccc3s2)cc1	nt	4%	0.0%	-4%	6%	nt	-20%	23%
CCN(CC)S(=O)(=O)c1ccc(/C=C/C(=O)OCC(=O)N(C(C)C)C(C)C)cc1	8%	0%	0.0%	-2%	-5%	1%	-5%	3%
CCOC(=O)C1=C(c2ccccc2)Nc2ncnn2C1c1cccc(OC)c1OC (stereo unspecified)	0%	-8%	0.0%	-5%	-5%[46.1 µM]	5%	2%	-2%
CN1CCC(=NNC(=O)CN(c2cccc(Cl)c2)S(C)(=O)=O)CC1	0%	-8%	-0.1%	-1%	8%	11%	-8%	-10%
CC(=O)N1CCN(Cc2nc3cc(NC(=O)Nc4ccccc4)ccc3n2C)CC1	7%	-5%	1.1%	13%	8%	?	-7%	-4%
Cc1cc(C)nc(SCc2n[nH]c(=S)n2C)n1	1%	-24%	-1.0%	-4%	5%	-5%	0%	-6%
COc1cc2oc(=O)c3c(c2cc1OCC(=O)c1c(C)n(C)c2ccccc12)CCCC3	11%	-1%	-1.8%	5%	-51%	?	5%	16%
CCNC(=O)COn1c(SCC(=O)NCC)nc2ccccc2c1=O	-1%	-5%	-1.3%	5%	-7%[46.1 µM]	0%	6%	-16%
CSc1n[nH]c(-c2ccc(C(F)(F)F)cc2)n1	nt	1%	-1.1%	3%	-4%	nt	-5%	-21%
COc1ccccc1NC(=O)c1ccc(NS(C)(=O)=O)cc1	?	-5%	3.6%	0%	-2%[46.1 µM]	3%	-6%	-1%
CC1CCCCC1NC(=O)COC(=O)CNC(=O)c1cccc(F)c1 (stereo unspecified)	-10%	9%	1.0%	-9%	7%	?	-3%	16%
CCCN1CCCc2cc(CN(CCCN3CCOCC3)C(=O)Nc3ccc(OCC)cc3)ccc21	?	0%	0.0%&7.0%	3.5µM*	-14%[46.1 µM]	?	?	-6%
CCC(C)[C@H](NC(=O)NCCCN1CCOCC1)C(=O)OC (stereo partly specified)	-1%	-2%	3.0%	11%	8%[46.1 µM]	-7%	4%	-14%
O=C(NCc1ccccc1)c1ccc(Cn2cc(C(F)(F)F)ccc2=O)cc1	8%	-6%	0.0%	7%	-7%[46.1 µM]	7%	-9%	5%
CC(C)(C)C1=Nn2c(nnc2-c2ccccn2)SC1	2%[15.4 µM]	4%	2.9%	-4%	16%[46.1 µM]	?	-1%	2%
COCCNC(=O)C(C)N1c2cccc3cccc(c23)S1(=O)=O (stereo unspecified)	-7%	-6%	1.2%	5%	?	?	-2%	-2%
O=C(c1ccc(=O)[nH]n1)N1CCc2ccccc2C1	nt	1%	1.1%	?	-9%[7.67 µM]	nt	0%	2%
Cc1ccc(NC2OC(C(O)CO)C(O)C2O)cc1[N+](=O)[O-] (stereo unspecified)	-5%	3%	2.5%	28%	0%[46.1 µM]	-2%	-1%	-5%
CN(C)c1ccc(/C=N/n2ncc3ccccc32)cc1	?	1%	4.4%	11%	-20%[46.1 µM]	?	?	23%
COc1ccc(S(=O)(=O)Cc2ccc(C(=O)NCc3ccc(F)cc3)o2)cc1	-11%	-6%	0.0%	6%	-14%[46.1 µM]	-7%	-9%	-1%
Nc1nc(-c2cc(Cl)cc(Cl)c2OC(F)F)cs1	-9%	nt	0.0%	0%	-12%	7%	-22%	5%
CN(C)c1ccc(/C=c2\sc3n(c2=O)CCCN=3)cc1	?	-19%	6.3%	2%	-30%[46.1 µM]	?	?	2%
Cc1cc(C(=O)CCC(=O)N2CCN(c3ccccc3F)CC2)c(C)s1	1%	-18%	-1.4%	0%	-22%	4%	-5%	-27%
Cc1nn(-c2ccccc2)c(C)c1/C=N/NC(=O)CSc1nnc(SCc2ccc(Cl)cc2)s1	-4%	-17%	0.0%	-9%	-22%	-16%	-18%	4%
Cc1cc(-c2cc(-c3ccc(Cl)cc3)on2)nc(NC2CCCC2)n1	nt	22%	-0.1%	-5%	0%	nt	-8%	2%
COc1ccc(-c2noc(CN(C)S(=O)(=O)c3ccc(Cl)cc3)n2)cc1OC	-15%	0%	0.9%	-3%	-17%[46.1 µM]	7%	-12%	1%
CCOC(=O)c1sc(NS(=O)(=O)c2ccc(C)cc2)nc1C	-5%	-9%	2.9%	2%	-8%[46.1 µM]	?	0%	-3%
CCCC1=C(C(=O)OCC)C(c2ccc(F)cc2)n2ncnc2N1 (stereo unspecified)	-1%	-6%	-0.8%	2%	-3%[46.1 µM]	9%	-12%	-4%
O=C(CCc1ccccc1)NCCCN1CCOCC1	-1%	1%	0.0%	5%	2%[46.1 µM]	-4%	1%	-3%
O=C(NC1CCCCC1)c1ccc(Cn2cc(Cl)cn2)cc1	-2%	-8%	-1.6%	9%	-10%[46.1 µM]	-1%	-4%	-7%
CSc1ccc(Cn2nnc(C(=O)Nc3ccc(C)c(C)c3)c2N)cc1	-4%	4%	-1.7%	10%	-9%[46.1 µM]	-3%	-11%	8%
COc1ccc(/C=N/N=C2/NC(=O)CC(C(=O)O)S2)cc1 (stereo unspecified)	0%	-1%	-1.3%	-4%	9%	9%	8%	3%
Cc1cc(C)c2c(n1)sc1c(N3CCCCC3)ncnc12	nt	-1%	1.1%	5%	-10%	nt	1%	8%
CCOC(=O)COc1c(Br)cc(C2NC(=O)NC(C)=C2C(C)=O)cc1OC (stereo unspecified)	4%	0%	-1.2%	3%	2%[46.1 µM]	-11%	0%	-5%
CC(=O)Nc1ccc(-n2nnnc2SCC(=O)NCc2cccs2)cc1	?	-1%	-1.6%	17%	-17%	0%	-10%	-11%
CC(C)c1ccc(Nc2c([N+](=O)[O-])c(=O)n(C)c3ccccc23)cc1	nt	-3%	0.1%	5%	?	nt	-13%	1%

Single records (already shown). Values in the order: GAA inh | aGlu spleen mod | Epigenetic reg | GAA glycogen mod | NPSR antag | ALDH1A1 block | Tau fluor counter | aGal spleen mod
Record of O=C(Nc1ccc2c(c1)OCCO2)C1CCN(S(=O)(=O)c2ccccc2)CC1 = ? | 4% | -2.4% | -10% | 4% | -5% | -8% | 6%
Record of CC(C)c1ccc(Nc2c([N+](=O)[O-])c(=O)n(C)c3ccccc23)cc1 = nt | -3% | 0.1% | 5% | ? | nt | -13% | 1%
Record of Cc1ccc(C(=O)COC(=O)c2cccc(N3C(=O)c4c(C)nc5ccccc5c4C3=O)c2)cc1C = -19%[15.4 µM] | -32% | 0.0% | -4% | 17% | 4% | -16% | 10%
Record of Cc1cc(C)c2c(n1)sc1c(N3CCCCC3)ncnc12 = nt | -1% | 1.1% | 5% | -10% | nt | 1% | 8%
